LDHA block: qHTS assay for inhibitors of human lactate dehydrogenase | 480,000 compounds, 0.15% hits | activity change, % (values are at about 110 or 230 µM) | purified LDHA, NADH/diaphorase-resazurin fluorescence; hits give low values; in the data active = activity change below about -30%; inconclusive = mostly about -25% to -30%;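 also: plate controls were DMSO wells for no effect and wells without enzyme for full effect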
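Human LDH5 at 2 nM final in Tris HCl pH 7.4 with 0.06 mM NADH and 0.2 mM pyruvate, reacted 5 minutes at room temperature. Remaining NADH coupled via diaphorase/resazurin; resorufin fluorescence read at 0 and 20 minutes, normalized to enzyme-free and DMSO wells.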
Numbers without * were called inactive; ? = inconclusive.

SMILES | LDHA block
CCOc1cc(/C=C2/NC(=O)NC2=O)ccc1OCC(=O)O | 7
CCC1CCc2c(sc(NC(=O)COCC(=O)O)c2C(=O)Nc2ccccc2C)C1 (stereo not drawn) | 3
COc1ccc(Oc2ccc(CNc3ncccn3)cn2)cc1 | -6
CC(C)CSc1nc2c(c(=O)[nH]c(=O)n2C)n1CC(O)COc1ccc(Cl)cc1 (stereo not drawn) | -2
Cc1cccc(-c2ocnc2C(=O)Nc2ccc(Cl)cc2)c1 | -8
Cc1n[nH]c(C)c1S(=O)(=O)Nc1ncn(Cc2ccc(F)cc2Cl)n1 | 7
FC(F)(F)c1ccc2nnc(SCc3c(Cl)cccc3Cl)n2c1 | -1
CCOC(=O)c1cnc2c(Cl)c(Cl)ccc2c1NCCOC(=O)CC | 2
COc1ccc(OC)c(C(C)NC(=O)Cc2cccs2)c1 (stereo not drawn) | 1
COc1ccc(-n2cnc3c2NC(=O)CC3c2cccnc2)c(OC)c1 (stereo not drawn) | 90
O=C(NCc1ccccn1)C(=O)N1CCN(C(=O)c2cc3ccccc3[nH]2)CC1 | -4
O=C(c1ccc(Cl)cc1)c1ccccc1C(=O)N1CCN(C(=O)CC2CCCC2)CC1 | 1
CCN1CCN(c2ccc(NC(=O)c3ccc(OC)c(F)c3)cc2C)CC1 | 0
CC(=O)NC12CC3CC(C1)CC(C(=O)N1CCC(CCc4ccc(C)cc4)CC1)(C3)C2 | 8
CC(C)CNC(=O)C(C)SCc1coc(-c2ccc(Cl)cc2)n1 (stereo not drawn) | 6
O=C(O)c1cccc(-c2cccc(F)c2)c1 | -11
CC(C)n1nc(C(=O)Nc2cccc(C(F)(F)F)c2)c2ccccc2c1=O | 2
CC(C)c1nc(NCCN2CCOCC2)c(C#N)c2c1CCCC2 | 9
Cc1ncc(-c2ccc(C)c(S(=O)(=O)Nc3cccc(Cl)c3C)c2)o1 | -3
CCN(Cc1ccccc1)Cc1cc(=O)oc2ccc(C)cc12 | 4
O=C1/C(=C/c2ccccc2)CCc2ccccc21 | 3
O=C(CSc1nc(=O)n(Cc2cccnc2)c2c1CCC2)N1CCCCCC1 | 1
Cc1ccc(S(=O)(=O)[C@H]2CS(=O)(=O)C[C@@H]2NCCc2ccc(Cl)cc2)cc1 | 2
COc1cccc(NC(=O)COc2ccccc2C(=O)Nc2ccccc2)c1 | 1

Next section; it opens with the four that closed the last part.
SMILES | LDHA block
O=C1/C(=C/c2ccccc2)CCc2ccccc21 | 3
O=C(CSc1nc(=O)n(Cc2cccnc2)c2c1CCC2)N1CCCCCC1 | 1
Cc1ccc(S(=O)(=O)[C@H]2CS(=O)(=O)C[C@@H]2NCCc2ccc(Cl)cc2)cc1 | 2
COc1cccc(NC(=O)COc2ccccc2C(=O)Nc2ccccc2)c1 | 1
N#CCCn1cc(C(=O)N2CCOCC2)c(-c2cccc(Cl)c2)n1 | 0
COC(=O)c1cc(-c2ccc(Cl)s2)nc2ccccc12 | -8
COc1cccc(-c2noc(COc3ccc4ccc(=O)oc4c3)n2)c1 | 6
CCCCCn1nc(C(=O)Nc2ccc(C(=O)NC(C)(C)C)cc2)c2ccccc2c1=O | 8
COC(=O)c1cc(-c2ccc(F)cc2)nc2onc(-c3ccccc3)c12 | 15
CC1C(=O)CCN(CCO)C1C (stereo not drawn) | -2
COCc1nnc(NC(=O)CCn2ccc3cc(Br)ccc32)s1 | 11
CC(=O)c1c(C)nc(C2CC2)nc1SCC(=O)NC(C)C12CC3CC(CC(C3)C1)C2 (stereo not drawn) | -4
Cc1cc(C)nc(NC(=O)Nc2ccc(F)cc2)c1 | 0
CN1CCN(c2ncnc3c2c(-c2ccccc2)cn3-c2cccc(Cl)c2)CC1 | 2
Cc1cccc(-c2c3c(=O)n(C)c(=O)n(C)c3c3c(C)cc(C)nn23)c1 | 10
Cc1sc2nc(SCc3cccc(Cl)c3)n(CCCN3CCOCC3)c(=O)c2c1C | 0

Given with tabs: entries from further up
compound	LDHA block
CC(=O)c1c(C)nc(C2CC2)nc1SCC(=O)NC(C)C12CC3CC(CC(C3)C1)C2 (stereo not drawn)	-4
Cc1cc(C)nc(NC(=O)Nc2ccc(F)cc2)c1	0
CN1CCN(c2ncnc3c2c(-c2ccccc2)cn3-c2cccc(Cl)c2)CC1	2

Exported as labelled records: three of the compounds above
canonical_smiles: COc1cccc(-c2noc(COc3ccc4ccc(=O)oc4c3)n2)c1
  LDHA block: 6

canonical_smiles: COCc1nnc(NC(=O)CCn2ccc3cc(Br)ccc32)s1
  LDHA block: 11

canonical_smiles: CC(=O)c1c(C)nc(C2CC2)nc1SCC(=O)NC(C)C12CC3CC(CC(C3)C1)C2 (stereo not drawn)
  LDHA block: -4

The list goes on.
SMILES | LDHA block
COC(=O)c1ccc(OC(=O)c2ccc3c(c2)NC(=O)CS3)cc1 | 15
Cc1ccc(C(=O)/C=C/c2ccc(C#N)cc2)o1 | 1
CSc1nnc(NC(=O)c2cc(=O)c3ccccc3o2)s1 | -3
O=C(COc1ccc(-c2ccccc2)cc1Cl)OCC(=O)c1ccc[nH]1 | 1
Cc1ccc(-n2cnnn2)cc1NC(=O)c1cc(Cl)ccn1 | 7
Cc1cc2oc(=O)cc(CN3CCc4ccccc43)c2cc1C | 13
O=C(NCc1ccccn1)c1cccc2ccccc12 | 6
O=C(NCCc1ccc(F)cc1)c1ccccn1 | -10
CCOC(C)C(=O)NCCSCc1cccs1 (stereo not drawn) | 4
COc1ccc2cc(C(=O)N(C)C3CCS(=O)(=O)C3)[nH]c2c1 (stereo not drawn) | 12
CN(CC(=O)Nc1c(Cl)cccc1Cl)C(=O)CNC(=O)c1cccs1 | -5
CSc1nnc2c(n1)OC(c1ccc3c(c1)OCO3)N(C(C)=O)c1ccccc1-2 (stereo not drawn) | 1
COc1ccc(C(Nc2ccccn2)c2c(NC(=O)c3ccccc3)sc(C)c2C)cc1OC (stereo not drawn) | 10
Cc1cccc(-n2c(SCC(=O)N3CCCC3=O)nc3ccccc3c2=O)n1 | -24
CC(=O)NC12CC3(C)CC(C)(CC(C)(C3)C1)C2 | -3
CC(C)OCCCNC(=O)c1cc(=O)[nH]c2ccccc12 | 1
Cc1ccc(NC(=O)c2nc3ccccc3nc2N2CCOCC2)c(Cl)c1 | -3
CCOC(=O)N1C(=O)C[C@](Sc2ccc(C)cc2)(C(=O)OC)[C@H]1c1ccccc1 | 0
COc1ccc(C(C)=O)cc1CN1CCCC1 | 4
CC(CN1CCOCC1)NS(=O)(=O)c1ccc(F)cc1Cl (stereo not drawn) | -6
CCN(CC)S(=O)(=O)c1cc(NC(=O)CCc2c(C)nc3ncnn3c2C)ccc1C | 9
Cc1cccc(-c2nc(C#N)c(NCc3ccccc3)o2)c1 | 1
CCN(C(=O)CCl)C1CCCCC1 | ?
C=CCn1c(SCc2coc(-c3ccc(C)cc3C)n2)nnc1C1CCS(=O)(=O)C1 (stereo not drawn) | -4
CCOC(=O)c1c(C)n(CC(=O)O)c2ccc(OC)cc12 | 18
CCc1oc2ccccc2c1/C=C/C(=O)NC1CCCC1 | 3
Cc1cc2ccccc2n1CC(=O)N1CCN(C(=O)C2CC2)CC1 | 0
CCN(CC)S(=O)(=O)c1ccc(N(C)C)c(NS(=O)(=O)/C=C/c2ccccc2)c1 | 12
CCCCCc1ccc(-c2ccc(C34CCC(CC)(CC3)CC4)cc2)nc1 | -2
CC(C)CCC(=O)Nc1ccc(C(N)=O)c(Cl)c1 | 9
CCOC(=O)c1cc(C(O)(C(=O)OC)C(F)(F)F)c(N)o1 (stereo not drawn) | ?
CCOc1ccccc1NC(=O)C1CCCN1C(=O)C12CC3CC(CC(C3)C1)C2 (stereo not drawn) | -22
Cc1cc(=O)oc2cc(Oc3ccc(S(=O)(=O)NC(C)C)cc3[N+](=O)[O-])ccc12 | -1
O=C(CN1C(=O)NC2(CCCC2)C1=O)Nc1cc(Cl)cc2cccnc12 | 4
Cc1ccccc1C(=O)N[C@H]1C[C@@H]2CC[C@H]1C2 | 0
CCc1c(C)nc(SCc2nc(-c3ccc(OC)cc3OC)oc2C)[nH]c1=O | 1
CCOc1ccccc1NC(=O)NCc1nc(-c2ccc(OC)cc2)oc1C | 11
Nc1[nH]c(C(=O)c2ccccc2)c(-c2c(F)cccc2F)c1C(=O)c1ccc(Cl)c(Cl)c1 | 2
COCCN1C(=O)C(=O)/C(=C(/O)c2ccccc2)C1c1ccccc1 (stereo not drawn) | 2
Cc1ccccc1Nc1c2c(nc3ccccc13)CCCC2 | 1
COc1ccc(C(=O)NC2Cc3ccccc3C2)cc1 | 2
CCOC(=O)c1ccc(N2CCN(C(C)=O)CC2)c(NC(=O)c2ccccc2C)c1 | 0
Cc1cccc(C(=O)N2CCN(c3oc(-c4cccs4)nc3C#N)CC2)c1 | -4
O=C1CCSc2c1cccc2C(=O)NCC1CCN(Cc2cccc(F)c2)CC1 | 10
O=C1CCc2cc(S(=O)(=O)Nc3ccccn3)ccc2N1 | 6
CCCCn1c(N)c(N(Cc2ccco2)C(=O)Cn2c(CC)nc3ccccc32)c(=O)[nH]c1=O | -2
CC(C)n1nc(C(=O)NCCCN2CCCC2)c2ccccc2c1=O | 4
CC(NC(=O)c1ccc2c(c1)C(=O)c1ccccc1-2)C1CC2CCC1C2 (stereo not drawn) | 6
C=CCNC(=O)NC(=O)CN1CCC(C(=O)N(C)C(C)C)CC1 | 2
O=C(c1ccc(Br)cc1)N(Cc1cccc2[nH]ccc12)C1CC1 | 7
CC1=CC(=O)C(C(=O)/C=C/c2ccc(C)s2)C(=O)O1 (stereo not drawn) | 6
CCn1cnc2c1c(=O)n(Cc1c(C)noc1C)c(=O)n2Cc1ccccc1 | 1
CC(C)CCN(C(=O)CN1c2ccccc2CC1C)c1c(N)n(Cc2ccccc2)c(=O)[nH]c1=O (stereo not drawn) | -5
N#Cc1nc(-c2ccco2)oc1NCc1ccccc1 | 5
O=C(CCC(=O)c1ccc(F)cc1)OCc1cccc([N+](=O)[O-])c1 | 0
FC(F)(F)c1ccc(C(c2ccccc2)N2CCNCC2)cc1 (stereo not drawn) | 2
O=C(CNc1cc(Cl)ccc1N1CCOCC1)Nc1ccc(F)cc1 | 1
O=C(COCc1cc(-c2ccc3c(c2)OCO3)on1)NC1CCCC1 | 5
CCc1cc(=O)oc2cc(OS(=O)(=O)c3sc(C(=O)OC)c(C)c3C(=O)OC)ccc12 | 4
CCN(CC(=O)Nc1ccc(NC(C)=O)cc1)Cc1nc2ccccc2o1 | -12

Taken from above.
For LDHA block, `FC(F)(F)c1ccc(C(c2ccccc2)N2CCNCC2)cc1` (stereo not drawn) has 2
For LDHA block, `CCn1cnc2c1c(=O)n(Cc1c(C)noc1C)c(=O)n2Cc1ccccc1` has 1

(next part)
SMILES | LDHA block
N#CC(C(=O)CSc1ccc2c(c1)OCCO2)c1nc(-c2ccccc2)cs1 (stereo not drawn) | 8
Cc1ccc(NC(=S)NNC=O)cc1Cl | -4
Oc1ccc(Cl)cc1C=NCc1ccc(F)c(Cl)c1 | 7
Cc1oc(-c2ccccc2F)nc1CS(=O)(=O)CC(=O)NCCN(CC(C)C)CC(C)C | 0
CCCOc1nc2ccccc2nc1N1CCC(C(=O)NCc2ccccc2C)CC1 | -13
O=C(CCC(=O)c1ccc(Cl)cc1)OCc1ccc(Cl)cc1Cl | 15
COc1ccc(NC(=O)Cn2ncc3ccccc3c2=O)cc1 | -4
COc1ccc(Oc2coc3cc(OC(=O)c4cc(OC)c(OC)c(OC)c4)ccc3c2=O)cc1 | -15
CN1CCN(c2oc(-c3cccs3)nc2C#N)CC1 | 2
CCCC1CCC(c2ccc(C#N)c(=O)[nH]2)CC1 (stereo not drawn) | 1
COc1ccccc1C(=O)Oc1ccc(F)cc1C(=O)/C=C/c1ccc(C)cc1 | -1
COc1ccc2c(COC(=O)c3ccc4ccccc4c3O)cc(=O)oc2c1 | 1
Cn1cc(C2c3ccccc3C(=O)N2CC(=O)NCC(N)=O)c2ccccc21 (stereo not drawn) | 3
COc1cccc(NC(=O)NOCc2ccccc2)c1 | 3
COc1ccccc1-n1cnnc1SC(C)C(=O)c1ccc2c(c1)CCC2 (stereo not drawn) | -1
CN(Cc1ccccc1C#N)Cc1ccccc1N1CCCCC1 | 7
O=c1cc(CN2CCCCC2)c2cc(O)c(-c3ccccc3)cc2o1 | 17
COCCn1c(SCC(=O)c2cc(C)n(C)c2C)nnc1-c1ccc(Cl)cc1 | -4
CC1(C)CC(Nc2ncnc3ccccc23)CC(C)(C)N1 | 6
CCCc1noc(CN2CCN(C(=O)N3CCCCC3)CC2)n1 | -3
CC(C)Oc1ccccc1-c1noc(-c2ccc(S(=O)(=O)NC3CC3)o2)n1 | 0
Fc1ccc(CSc2ncccn2)cc1 | 2
CCCCCCCn1c(Br)nc2c1c(=O)n(C)c(=O)n2C | 1
CCCNC(=O)C[C@H]1CC[C@@H]2[C@H](COC[C@@H](O)CN2C(=O)c2ccccn2)O1 | -3
O=C(Nc1ccc2oc(-c3ccc(F)cc3)nc2c1)c1cccc(Cl)c1 | 0
CCN1CCN(CCNC(=O)CS(=O)Cc2nc(-c3ccc(Cl)cc3)oc2C)CC1 (stereo not drawn) | 2
CCCCc1c(C)nc2ccccc2c1SCC(=O)O | 4
CCCNC(=O)NNC(=O)c1cc(-c2ccc(Cl)cc2)nc2ccccc12 | 9
Cc1cnc(NC(=O)Cn2ccc3c(Br)cccc32)s1 | -3
CC1CN(Cc2coc(-c3cccc(F)c3)n2)CCO1 (stereo not drawn) | 4
CCOC(=O)[C@]12CCC=C1N(Cc1ccco1)C(=O)[C@H](CC(=O)N1CCSCC1)C2 | 0
C=CCn1c(C(=O)NCCCOC)cc2cc(S(=O)(=O)N(C)C)ccc21 | 7
COc1ccc(C=O)cc1OCc1c(F)cccc1Cl | -5

The list is partial; count on the stated rates, not on these rows.
